# Source: PubChem BioAssay
# PI4K2A inh: inhibitors of human PI4K2A. activity change, negative = inhibition, % at 76.9 µM. 420,000 tested, 0.13% active. Q9BTU6. purified PI4K2A, ADP-Glo luminescence, 1 h; hits give low values. AID 1346378; in the data active = activity change below about -50%; inconclusive = mostly about -30% to -49%;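 also: -100% = wells without enzyme as full effect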
#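 PI4K2A activity was measured by ADP-Glo luminescence: enzyme (4 ug/mL stock) and phosphatidylinositol (1.2 mM stock) in Tris pH 7.5/MgCl2/EGTA/Triton X-100 buffer were reacted with ATP (300 microM stock) for one hour at ambient temperature.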
# Pin1 inhibitor: inhibitors of human Pin1; Q13526; Pin1 FP peptide displacement, HiFluor488, 10 min; AID 504891; 390,000 tested, 0.009% active; Potency, µM (series often up to 115 µM), for the others: at the highest dose activity, negative = inhibition, usual class: inhibitors; active = well fitted inhibition curve with a large enough effect in the polarisation, with a control signal flat, not every such curve was filed as active; inconclusive = small, poorly fitted or top-dose-only effect, or effect the other way, or a change in a side signal; inactive = no such curve, though single readings can be large or run the other way; the % refers to the polarisation; also: potency is read from the fitted curve at half-maximal effect; % is scaled to controls: 0 for no effect and ±100 for the full control effect
# Target sequence (Q13526 whole entry, looked up): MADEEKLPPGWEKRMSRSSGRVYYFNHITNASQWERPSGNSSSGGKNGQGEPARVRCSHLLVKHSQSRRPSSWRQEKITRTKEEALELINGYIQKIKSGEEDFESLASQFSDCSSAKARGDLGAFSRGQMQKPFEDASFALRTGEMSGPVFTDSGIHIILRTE
# HP1b binding inh: HP1-beta chromodomain-methylated histone interaction inhibition | AlphaScreen HP1-beta / biotin-H3K9me3 peptide binding | 390,000 tested, 0.56% active | Potency, µM (highest dose often 114 µM), for the others: at the highest dose activity change, negative = inhibition, actives largely listed as inhibitors | AID 540317 | P83916; also: potency is read from the fitted curve at half-maximal effect; nearly all actives have a fitted effect of over 70% in size; inactives centre near 23
#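 Compound inhibition of the preformed complex between 50 nM HP1-beta and 50 nM biotinylated H3K9me3 peptide was read by AlphaScreen. Buffer was PBS pH 7.4 with 0.01% Tween-20. Incubations ran 30 min at room temperature, with 10 ug/mL donor/acceptor beads.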
# G9a inh: G9a (human) methyltransferase inhibition. G9a H3K9 monomethylation, AlphaScreen, 2 h. Potency, µM (series often up to 102 µM), without a hit: at the highest dose activity, negative = inhibition, usual class: inhibitors. 350,000 tested, 8.8% active. AID 504332; also: potency is read from the fitted curve at half-maximal effect; % is scaled to controls: 0 for no effect and ±100 for the full control effect; nearly all actives have a fitted effect of over 75% in size
# Target sequence (Q96KQ7 913-1193 limits assumed): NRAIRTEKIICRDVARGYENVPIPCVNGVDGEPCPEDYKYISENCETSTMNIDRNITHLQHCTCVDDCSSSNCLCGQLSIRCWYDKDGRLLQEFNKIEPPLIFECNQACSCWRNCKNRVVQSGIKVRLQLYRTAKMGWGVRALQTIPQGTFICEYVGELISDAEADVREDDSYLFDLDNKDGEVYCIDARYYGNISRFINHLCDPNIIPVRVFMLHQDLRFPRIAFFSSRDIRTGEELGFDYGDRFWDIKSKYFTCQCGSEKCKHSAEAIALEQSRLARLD
#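 Readings reflect AlphaScreen signal from monomethyl-H3K9 antibody detection. HMT at 20 nM; substrate b-H3K9 500 nM; cofactor SAM 20 uM; 2 h RT reaction; compounds tested as titrations in qHTS with 15 min preincubation.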
# PGK inhibitor: T. brucei PGK inhibition. P07378. PGK/GAPDH coupled, Kinase-Glo luminescence, 60 min. Potency, µM (titrated, usually from 57.5 µM), for inactives: top-dose activity change, negative = inhibition, most hits filed as inhibitors. AID 602233. 380,000 tested, 0.043% active; also: potency is read from the fitted curve at half-maximal effect; % is scaled to controls: 0 for no effect and ±100 for the full control effect; nearly all actives have a fitted effect of over 60% in size
#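 Luminescent ATP detection (Kinase-Glo Plus) follows a 60-minute room-temperature incubation, with wells lacking PGK as controls. Buffer: 100 mM TEA (pH 7.6), 5 mM MgCl2, 0.01% Tween-20. Coupling enzyme GAPDH (100 nM final) supplies unstable 1,3-BPG in-well.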
# GLS inhibitor: glutaminase GLS (human) inhibition. Potency, µM (titrated, usually from 45.5 µM), without a hit: top-dose activity change, negative = inhibition, most hits filed as inhibitors. 410,000 tested, 0.21% active. AID 624170. O94925. GLS enzymatic activity, qHTS titration; also: potency is read from the fitted curve at half-maximal effect; % is scaled to controls: 0 for no effect and ±100 for the full control effect
#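 Read-out is an Amplex red fluorescence increase coupled through glutamate oxidase and HRP, measured before and after 30 min room-temperature incubation. hKGA is in 45 mM KH2PO4 (pH 8.2) with 0.02% Tween-20; glutamine added as 1mM solution.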
# ERG-DNA inh: inhibitors of human ERG Ets domain-DNA interaction | Potency, µM (doses to about 76.9 µM), without a hit: at the top dose FP activity, negative = inhibition, hits mostly inhibitors | P11308 | AID 624246 | fluorescence polarization, His-ERG Ets domain / labelled DNA | 370,000 tested, 0.028% active; active = well fitted inhibition curve with a large enough effect in the polarisation, with a control signal flat; inconclusive = small, poorly fitted or top-dose-only effect, or effect the other way, or a change in a side signal; inactive = no such curve, though single readings can be large or run the other way; the % refers to the polarisation;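 also: polarization taken with two DNA probes labelled with fluorescein and Texas red; potency is read from the fitted curve at half-maximal effect; % of control where 0% means no effect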
# Target sequence (P11308 whole entry, looked up, the tested form may be a part): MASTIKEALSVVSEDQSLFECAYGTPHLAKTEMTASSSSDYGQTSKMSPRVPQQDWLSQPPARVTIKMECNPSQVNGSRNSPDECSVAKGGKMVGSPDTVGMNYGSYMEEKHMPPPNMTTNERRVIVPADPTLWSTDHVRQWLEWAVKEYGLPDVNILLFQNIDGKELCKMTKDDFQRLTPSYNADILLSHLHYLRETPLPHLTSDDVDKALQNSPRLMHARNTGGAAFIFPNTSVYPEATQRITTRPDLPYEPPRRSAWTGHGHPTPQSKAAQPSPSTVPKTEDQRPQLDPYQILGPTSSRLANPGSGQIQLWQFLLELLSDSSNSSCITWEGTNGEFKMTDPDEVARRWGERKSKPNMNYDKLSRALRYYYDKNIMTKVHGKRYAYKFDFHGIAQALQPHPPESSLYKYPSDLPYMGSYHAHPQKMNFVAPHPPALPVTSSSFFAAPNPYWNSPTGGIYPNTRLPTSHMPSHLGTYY
#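 His-tagged ERG Ets domain (1 uM in the protein solution; 300mM KCl, 50mM Tris-HCl, 1mM EDTA, 1mM DTT, pH 7.5) received compound, then a probe mix of 5 nM fluorescein-DNA and 100nM Texas-615-DNA. Fluorescence polarization was read for both dyes.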
# BAZ2B inh: BAZ2B (human) inhibition. Q9UIF8. AlphaScreen BAZ2B-H3K14Ac peptide displacement. Potency, µM (series often up to 114 µM), inactives show top-dose activity change, negative = inhibition, usual class: inhibitors. 360,000 tested, 4.4% active. AID 504333; also: potency is read from the fitted curve at half-maximal effect; % is scaled to controls: 0 for no effect and ±100 for the full control effect; nearly all actives have a fitted effect of over 60% in size
#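 AlphaScreen displacement of biotin-H3(5-23)K14Ac peptide (50 nM final) from BAZ2B (50 nM final) in PBS pH 7.4, 0.01% Tween-20; complex preformed 30 min RT, then compounds (top 110 uM) 30 min RT, beads 20 min dark.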
# JMJD2A Tudor: blocks the human JMJD2A Tudor domain | AlphaScreen JMJD2A-Tudor / H3K4me3 peptide binding | 390,000 tested, 4.4% active | O75164 | Potency, µM (highest dose often 114 µM), without a hit: at the highest dose activity change, negative = inhibition, most hits filed as inhibitors; also: potency is read from the fitted curve at half-maximal effect; % is scaled to controls: 0 for no effect and ±100 for the full control effect; nearly all actives have a fitted effect of over 50% in size
# * marks the source's active call; other numbers are inactive results; i = inactive; u = inconclusive; x = no result given; & = joins results of further samples; [ ] = another dose, or the depositor's remark. Unless noted, calls follow the shape of the dose curve; as a rule, active = well fitted curve in the direction sought with a large enough effect; inconclusive = small, poorly fitted or top-dose-only effect, or another doubt; inactive = no such curve, though single readings can be large; an effect the other way counts as inactive or inconclusive.
SMILES,PI4K2A inh,Pin1 inhibitor,HP1b binding inh,G9a inh,PGK inhibitor,GLS inhibitor,ERG-DNA inh,BAZ2B inh,JMJD2A Tudor
N#CC1=C(N)OC2=C(CC/C2=C\c2ccccc2Cl)C1c1ccccc1Cl (stereo unspecified),6,u,7%,22µM*,-6%,3%,7%,u,u
CCN(CC(=O)Nc1c(F)cccc1F)C(=O)CSc1nnc(-c2ccco2)n1CC,6,0%,35%,-9%[12.7 µM],-4%,0%,2%,-2%,-1%
Cc1cccc(NC(=O)CSc2nnc3[nH]c(=O)cc(-c4ccccc4)n23)c1C,1,-6%,56%[activator],7%[59 µM],-5%,3%,1%,4%,1%
Cc1cc(Cl)ccc1OCC(=O)N(Cc1ccco1)C1CCS(=O)(=O)C1 (stereo unspecified),-7,-3%,21%,-23%,-8%,1%,2%,-32%,-10%
O=C(c1ccco1)N1CCN(C(=S)Nc2ccccc2C(F)(F)F)CC1,-1,5%,31%,x,-7%,15%,3%,-4%,-12%
COc1ccc(NC(=O)c2sccc2OS(=O)(=O)N(C)C)cc1,0,-16%,30%,x,i,4%,14%,11%,-12%
Cc1cccc(NC(=O)C2CCN(S(=O)(=O)c3c(C)noc3C)CC2)c1,7,-5%,21%,-1%,-3%,0%,0%,-4%,-17%
CC(C)(C)n1cnc2cc(NCc3ccccc3Cl)ccc21,1,-6%,u,16µM*,-2%,-10%,-5%,32µM*,40µM*
CC(C)CCNC(=O)COC(=O)c1cc(Br)c(Br)s1,-3,-3%,20%,14%,-4%,-1%,-4%,1%,-9%
Cc1cccc(N2CCN(C(=O)c3cnn4c(C(F)F)cc(-c5ccccc5)nc34)CC2)c1C,-7,-4%,25%,-10%,-8%,-1%,9%,-2%,-21%
COc1ccc(/C=C2\SC(=N)N(c3ccc(F)cc3)C2=O)cc1OC,4,28%,33%,-22%[59 µM],4%,9%,-9%,-23%,-7%
CCCCCCCc1c(O)nc(SCC(=O)O)[nH]c1=O,-6,-2%,74%[activator],x,7%,6%,4%,-1%,-12%

# Three of the entries above in order of the PI4K2A inh value, high to low:
SMILES,PI4K2A inh,Pin1 inhibitor,HP1b binding inh,G9a inh,PGK inhibitor,GLS inhibitor,ERG-DNA inh,BAZ2B inh,JMJD2A Tudor
COc1ccc(/C=C2\SC(=N)N(c3ccc(F)cc3)C2=O)cc1OC,4,28%,33%,-22%[59 µM],4%,9%,-9%,-23%,-7%
COc1ccc(NC(=O)c2sccc2OS(=O)(=O)N(C)C)cc1,0,-16%,30%,x,i,4%,14%,11%,-12%
O=C(c1ccco1)N1CCN(C(=S)Nc2ccccc2C(F)(F)F)CC1,-1,5%,31%,x,-7%,15%,3%,-4%,-12%

# New compounds follow:
SMILES,PI4K2A inh,Pin1 inhibitor,HP1b binding inh,G9a inh,PGK inhibitor,GLS inhibitor,ERG-DNA inh,BAZ2B inh,JMJD2A Tudor
CC(=O)Nc1ccc(NC(=O)COc2ccc([N+](=O)[O-])cc2)cc1,0,-3%,38%,-9%,5%,2%,69%[activator],-3%,-4%
CCN1C(=O)c2ccccc2S(=O)c2ccc(C(=O)NCc3ccc(Cl)cc3)cc21 (stereo unspecified),-6,20%,33%,-8%[59 µM],11%,-3%,-13%,-8%,-18%
Cc1ccc(NC(=O)CSc2nc3ccccc3c3nc(CCn4c(C)nc5ccccc54)nn23)cc1F,2,7%,-2%,-3%[59 µM],-5%,-28%,u,-11%,-22%
NC(=O)C[C@@H]1N[C@]2(C(=O)Nc3ccccc32)[C@@H]2C(=O)N(C3CCCCC3)C(=O)[C@H]12,-3,0%,7%,-32%,-2%,-9%,-1%,-2%,-2%
COc1ccc(N(Cc2nnc3n2CCCCC3)C(=O)Nc2ccccc2)cc1,-1,2%,25%,18%,-7%,0%,4%,14%,3%
COc1ccc(-c2nn(CCC(=O)O)cc2/C=C/C(=O)O)cc1[N+](=O)[O-],2,-1%,u,-2%[59 µM],1%,-11%,-3%,0%,-13%
O=C(CO/N=C/c1ccccc1OC(F)F)N1CCc2ccccc21,5,-3%,38%,u,-10%,-12%,3%,-8%,-4%
O=C(NC(=S)N1CCCc2ccccc21)c1ccc(Cl)cc1,2,6%,-7%,u,5%,0%,15%,-10%,u
Cc1cccc(C(=O)Nc2nccs2)c1[N+](=O)[O-],-3,2%,27%,-45%[59 µM],-10%,-4%,2%,-24%,-15%
CC(C)CN1CCC(=O)N([C@H](COc2ccccc2)c2ccccc2)CC1,1,-1%,30%,-13%,-3%,-1%,-8%,-28%,-13%
CCOc1ccccc1N(CC)C(=O)c1noc2c1COc1ccc(C)cc1-2,-1,-4%,9%,9%[59 µM],-6%,-1%,-6%,4%,-17%
O=C(CSc1ccc([N+](=O)[O-])cc1)Nc1nnc(C2CC2)s1,-7,30%,9%,x,-6%,-1%,-5%,x,-20%
Cc1ccc(N2C(=O)C(CN3CCOCC3)C2c2ccccc2)cc1 (stereo unspecified),0,0%,20%,5%,-14%,5%,-6%,-11%,-22%
CN(C)c1ccc(CN(C(=O)COc2ccc(Br)cc2)C2CCS(=O)(=O)C2)cc1 (stereo unspecified),1,4%,-29%,50µM*,-3%,28%,1%,45µM*,40µM*
O=C(COC(=O)c1ccc([N+](=O)[O-])o1)c1ccccc1,-2,1%,29%,4%[59 µM],4%,0%,1%,0%,2%
Cc1ccc(S(=O)(=O)NCCSc2ncccn2)cc1,-1,1%,27%,x,i,1%,2%,17%,-15%
COc1ccc(OC)c2c1CC(C)(C)NC2=O,-1,0%,47%[activator],21%,4%,-3%,6%,-4%,-11%
CC(C)NC(=O)c1cc2c(s1)CCCC2,-2,-6%,25%,-2%[59 µM],-9%,-3%,-9%,-8%,-1%
Cc1csc(NC(=O)CSc2nnc(-c3cc(C)on3)o2)n1,-4,-2%,28%,4%[59 µM],2%,12%,4%,6%,-12%
Nc1nonc1-n1nnc(C(=O)N/N=C/c2cccc(Cl)c2Cl)c1CN1CCCC1,5,3%,29%,u,9%,-7%,-1%,6%,-5%
COCCn1nnnc1C(c1ccc(OC)cc1OC)N1CCN(c2ccccc2)CC1 (stereo unspecified),7,2%,3%,u,-4%,19%,-8%,u,u
CN(C(=O)C12CC3CC(CC(C3)C1)C2)C1(C)CCS(=O)(=O)C1 (stereo unspecified),3,-6%,25%,8%[59 µM],-5%,-11%,0%,1%,-14%
OCCCNCc1ccc(-c2ccccc2)cc1,-5,-8%,10%,10%[59 µM],-5%,0%,5%,-7%,-10%
O=C(COc1ccc(Cl)cc1)NN=C1CCCCCCC1,3,-2%,18%,59%[activator],1%,-18%,-8%,-9%,-4%
Fc1ccc(CSc2ccc3nnc(-c4cccnc4)n3n2)cc1,6,2%,37%[activator],-9%,3%,3%,-1%,-3%,10%
Clc1ccc(CNc2ncnc3[nH]ncc23)cc1Cl,-6,-6%,19%,x,-9%,6%,-1%,x,-16%
OCCCN1c2ccccc2Nc2nnc(-c3ccccc3)cc21,5,-2%,31%,-39%[59 µM],6%,11%,-2%,9%,-23%
COc1ccc(C(CNC(=O)c2ccc(NS(=O)(=O)c3ccccc3)cc2)N2CCOCC2)cc1 (stereo unspecified),-4,2%,9%,9%[0.501 µM],i,1%,-1%,6%,-18%
O=C(NNC(=O)c1ccccc1-n1cccc1)c1ccccc1,-2,-10%,18%,20%,2%,17%,-2%,3%,-5%
Cc1csc(NC(=O)CCc2c(C)nc3cc(-c4ccc(Cl)cc4)nn3c2C)n1,2,5%,42%[activator],-6%,-7%,1%,-18%,-3%,4%
O=C(CSc1nc2ncccc2[nH]1)Nc1ccc2c(c1)OCCO2,-6,1%,22%,4%[59 µM],i,-4%,-9%,9%,-2%
CC1CCN(c2ccc3c(c2)S(=O)(=O)c2cccc(C(=O)NCc4ccc(F)cc4)c2C3=O)CC1,1,u,24%,27%[2.33 µM],-4%,2%,30%,-4%,-11%
CNCCC=C1c2ccccc2CCc2ccccc21,-3&-4,-3%,21%,27%[12.7 µM],-10%,-1%&-10%,-10%,-18%,-9%
Cc1nc2c(C(=O)NCc3ccccc3Cl)cnn2c(C)c1Cc1ccccc1,0,-3%,43%[activator],0%[59 µM],-9%,-12%,-2%,1%,-15%
NC(=O)c1ccc(NC(=O)CN2C(=O)NC3(CCCCCCC3)C2=O)cc1,-4,14%,20%,x,-12%,-6%,14%,x,-7%
O=C(NCC1CCCO1)c1cc(C(=O)C2CCCCC2)c[nH]1 (stereo unspecified),14,1%,44%[activator],4%,-1%,2%,-3%,-17%,-11%
COc1ccccc1NC(=O)c1c(C)nn(-c2ccccc2)c1Cl,-1,1%,45%[activator],x,0%,-4%,5%,7%,33%
CC(=O)c1c[nH]c(C(=O)NCC2CCCO2)c1 (stereo unspecified),3,-9%,29%,-3%[59 µM],-4%,2%,-5%,2%,-1%
CSc1ccc(NC(=O)c2cccnc2)cc1C#N,0,0%,27%,50µM*,-18%,0%,-3%,-15%,0%
COc1cc(OC)cc(C(=O)N(Cc2cc3cc(C)ccc3[nH]c2=O)C(C)C)c1,-5,3%,10%,u,-1%,-8%,2%,u,-20%
CC(C)CNC(=O)C1CCN(Cc2ccc(OCc3ccccc3)cc2)CC1,-2,-8%,u,u,-1%,3%,0%,u,1.1µM*
